High-throughput results as filed in PubChem.
RMI FANCM FP: disruptors of RMI1/RMI2 association with MM2 peptide – biochemical, fluorescence polarization, human, primary screen | RMI core complex (RMI1/RMI2) binding to FANCM MM2 peptide, human | RMI core complex with F-MM2 peptide; active compounds read low | FP signal (polarization) at 33 µM | hit rate 0.58% among 70,000; in the data active means FP signal below about 40; further: inactives centre near 61; strong numbers were not always called active; unit not given here
Active calls of the source: *; & = joins results of further samples.

Sample of the layout (6 entries):
#	Molecule	RMI FANCM FP
1	CSC(SC)=C(C#N)S(=O)(=O)c1ccc(Cl)cc1	53
2	Cc1c(C(=O)NC2CCCC2)nnn1-c1ccc(C(C)C)cc1	63
3	COc1ccc(NC(=O)Cn2cnc(-c3ccc(F)cc3)cc2=O)cc1OC	65
4	COc1cccc2cc(-c3cn(-c4cccc(C)c4)c(=S)[nH]3)c(=O)oc12	80
5	O=C(c1ccccc1F)N1CCN=C1SCc1ccc([N+](=O)[O-])cc1	57
6	N#Cc1nc(-c2cccs2)oc1N1CCN(C(=O)c2ccco2)CC1	61

This part in full (from the top)
#	Molecule	RMI FANCM FP
1	CSC(SC)=C(C#N)S(=O)(=O)c1ccc(Cl)cc1	53
2	Cc1c(C(=O)NC2CCCC2)nnn1-c1ccc(C(C)C)cc1	63
3	COc1ccc(NC(=O)Cn2cnc(-c3ccc(F)cc3)cc2=O)cc1OC	65
4	COc1cccc2cc(-c3cn(-c4cccc(C)c4)c(=S)[nH]3)c(=O)oc12	80
5	O=C(c1ccccc1F)N1CCN=C1SCc1ccc([N+](=O)[O-])cc1	57
6	N#Cc1nc(-c2cccs2)oc1N1CCN(C(=O)c2ccco2)CC1	61
7	NNC(=O)c1cc2c(s1)-c1ccccc1CC2	57
8	Cc1nc(S/C=C/C(=O)c2ccccc2)c(C#N)c(C)c1C	56
9	Nc1nc(-c2ccccc2)cn1Nc1ccccc1	50
10	Clc1ccc(-c2csc(-c3ccc4c(c3)CCO4)n2)s1	49
11	COc1ccc(-c2ccc(C)c(NC(=O)c3ccccc3)c2)nn1	68
12	COc1ccc(-c2noc(CN3N=NC4C(=O)N(c5ccc(C(C)C)cc5)C(=O)C43)n2)c(OC)c1 (stereo unspecified)	54&56&61
13	COc1ccc(O)c(C(=O)C2c3ccccc3C(=O)N2c2ccc(C)cc2)c1 (stereo unspecified)	57
14	COC(=O)CSCC(=O)Nc1ccsc1C(C)=O	53
15	CN(C)S(=O)(=O)c1ccc(-c2nnc(NC(=O)c3cc4ccccc4o3)o2)cc1	63
16	O=C(Cc1cccc2ccccc12)Nc1ccc2nccnc2c1	55
17	COC(=O)c1ccc2c(=O)n(CCC(=O)NC(C)C)c(=S)[nH]c2c1	66
18	N#Cc1ccsc1NC(=O)CCCSc1ccc(Cl)cc1	56
19	CC1(C)Cc2cccc(OCCCS(=O)(=O)N3CCN(C(=O)c4ccco4)CC3)c2O1	61
20	CCCn1c(=NC(=O)c2ccc(Cl)s2)sc2ccc(OC)cc21	85

Further entries follow.
#	Molecule	RMI FANCM FP
21	Cc1ccc(SCC(=O)N2CCC(C(F)(F)F)CC2)cc1	57
22	O=C(CSc1nccn1-c1ccc([N+](=O)[O-])cc1)NCc1ccco1	64
23	CCc1ccc(NC(=O)Cn2cnc3c(-c4ccc(Cl)cc4)csc3c2=O)cc1	74
24	Cc1cc(=O)[nH]c(-n2nc(C)c(CCC(=O)NCCc3ccccc3)c2C)n1	63
25	O=C(/C=C/c1ccc(O)c(O)c1)OCCc1ccccc1	54
26	COc1ccc(C)c2sc(NC(=O)c3ccc([N+](=O)[O-])s3)nc12	61
27	Cc1cc(N2CCN(C(=O)c3ccco3)CC2)n2ncc(-c3ccccc3)c2n1	63
28	CN1C2CCC1CC(NC(=O)Nc1ccc(OC(F)(F)F)cc1)C2 (stereo unspecified)	71
29	COc1ccc2oc(-c3csc(NC(=O)c4ccc(N5C(=O)CCC5=O)cc4)n3)cc2c1	56
30	O=C(/C=C\c1ccc2c(c1)OCO2)Nc1nnc(SCC(=O)N2CCc3ccccc32)s1	57
31	Cn1ccc(C(=O)Nc2ccc3c(c2)C(=O)NC3=O)n1	69
32	Cc1ccc(C(=O)/C=C/c2ccc(-c3ccc(F)cc3)o2)o1	74
33	Cc1cc(C(=O)c2ccccc2)ccc1OC(=O)C(C)(C)C	78
34	COc1cc(C(=O)NC(=S)Nc2nc(-c3ccc(F)cc3)cs2)cc(OC)c1OC	56
35	Nc1ccccc1SC1CC(=O)N(c2ccccc2)C1=O (stereo unspecified)	53
36	Fc1cc(F)c2nc(NCc3ccccn3)sc2c1	62
37	COC(=O)c1ccccc1NC(=O)CC(NCCN(C)C)C(=O)O (stereo unspecified)	65
38	O=C(NCCn1nc(-c2ccncc2)ccc1=O)c1ccc(F)c(F)c1	64
39	COc1ccc(CNC(=O)CSc2nc3c(-c4ccc(C)cc4)csc3c(=O)n2C)cc1	101
40	CCOC(=O)c1ccc(OCC2c3cc(OC)c(OC)cc3CCN2C(=O)Nc2cccc(C)c2)cc1 (stereo unspecified)	72

(cont.)
#	Molecule	RMI FANCM FP
41	CCOC(=O)CNC(=O)CSc1nnc(C)s1	63
42	Cc1cc(C(=O)Nc2nnc(-c3cc(Cl)sc3Cl)o2)no1	70
43	O=C(CCc1ccccc1)Nc1nc(CN2CCc3ccccc3C2)cs1	72
44	O=C(Nc1c(C(=O)Nc2ccc3c(c2)OCCO3)oc2ccccc12)c1cccc(C(F)(F)F)c1	59
45	Cc1ccc(C)c(Cn2cnc3c(cnn3C3CCS(=O)(=O)C3)c2=O)c1 (stereo unspecified)	63
46	O=C(c1csc(Nc2ccccc2)n1)N1CCN(c2ccccc2Cl)CC1	65
47	Cc1ccc(Cc2cnc(NC(=O)C3=Cc4ccccc4OC3)s2)cc1	76
48	COc1ccc(Cl)cc1NC(=O)Cn1nc2c(cc1=O)CCCC2	58
49	CN1CCN(c2nc3ccc(NC(=O)Cc4ccc(F)cc4)cc3s2)CC1	62
50	CCOCCn1c(=NC(=O)c2cccc([N+](=O)[O-])c2)sc2cc(OC)c(OC)cc21	56
51	CCNc1cc(C)nc(N2CCN(C(=O)CCc3ccccc3)CC2)n1	58
52	Cc1cccc(OCCCSCc2nc3ccccc3[nH]2)c1	62
53	O=C1CCC(c2ccc(-n3ccnc3)cc2)=NN1	53
54	C#CCn1c(=NC(=O)CC)sc2cccc(OC)c21	62
55	Cc1cc(C)n(-c2ccc(N)cc2)n1	55
56	CCOC(=O)NNC(=S)NC1CCCCC1	56
57	O=C(NCc1cccnc1)C1CCN(c2ccc(-c3ccccc3)nn2)CC1	60
58	O=C(CN1CCN(Cc2ccccc2)CC1)NC1C2CC3CC(C2)CC1C3 (stereo unspecified)	66
59	Cc1sc2ncnc(-n3ncc(C#N)c3N)c2c1-c1ccc(F)cc1	72
60	Cc1cccc(OCC(=O)Nc2cc(-c3cccs3)nn2-c2nc(C)c(C)c(=O)[nH]2)c1	65

Further results follow.
#	Molecule	RMI FANCM FP
61	CN(C)/C=C/C(=O)c1ccc(S(=O)(=O)c2ccccc2)cc1	62
62	CCOC(=O)C(=O)Nc1cc(C)nn1-c1nc(-c2cccc(OC)c2)cs1	52
63	CN(c1ccc(Cl)cc1)S(=O)(=O)c1ccsc1-c1nc(-c2ccc3c(c2)OCO3)no1	64
64	COc1ccc(Cl)cc1NC(=O)CSc1nccn2nc(-c3ccccc3OC)cc12	82
65	CCOC(=O)/C(C#N)=C1\CCCc2cc(OC)ccc21	54
66	Cc1csc(NC(=O)CSc2nnc(NC(=O)c3cccc(C(F)(F)F)c3)s2)n1	58
67	O=C(O)C(=O)Nc1cccc(-c2nn[nH]n2)c1	56
68	Cc1nnsc1C(=O)O	54
69	CC(C)(C)C(=O)C(O)C(C)(C)C (stereo unspecified)	53
70	COc1ccc(-c2cc(=O)n(CC(=O)Nc3ccccn3)cn2)cc1	66
71	COc1cccc(CNC(=O)CSc2n[nH]c(=O)c3cc(-c4ccco4)nn23)c1	62
72	CO[C@@H]1[C@@H](OC(N)=O)[C@@H](O)C(Oc2ccc3c(O)c(NC(=O)c4ccc(O)c(CC=C(C)C)c4)c(=O)oc3c2C)OC1(C)C (stereo partly specified)	59
73	CCOc1ccc(S(=O)(=O)Nc2ccc3c(c2)N(CC)C(=O)C(C)(C)CO3)cc1C	66
74	CC1(C)CC(=O)c2sc(NC(=O)c3cccc(N4C(=O)CCC4=O)c3)nc2C1	62
75	O/N=C/c1cc(Br)cs1	49
76	O=C(CS(=O)(=O)Cc1ccccc1)Nc1nc(-c2ccccc2)c(C(=O)c2ccccc2)s1	63
77	O=C(NCc1ccccc1Cl)C(=O)Nc1ccc(F)c([N+](=O)[O-])c1	54
78	Cn1c(SCC(=O)NCCCc2ccccc2)nc2cc(-c3ccccc3)sc2c1=O	83
79	CN(C)CC#Cc1cncc(C(=O)NNC(=O)Nc2ccc(Cl)cc2)c1	51
80	Cc1ccc(N2CCn3c2nn(CC(=O)NCC2CCCO2)c(=O)c3=O)cc1 (stereo unspecified)	55

(continued)
#	Molecule	RMI FANCM FP
81	CC1(C)CC(NC(=O)C23CCC(C)(C(=O)C2Br)C3(C)C)CC(C)(C)N1 (stereo unspecified)	67
82	c1ccc(-c2ccc(-c3csc4ncnc(N5CCCCCC5)c34)cc2)cc1	95
83	O=C1NNC(SCc2ccc(Br)cc2)=Nc2ccccc21	62
84	COc1cccc2cc(C(=O)Nc3nc(-c4ccncc4)cs3)oc12	74
85	COc1ccc(C)cc1NC(=O)Cn1c(C)cc(C)c(S(=O)(=O)c2ccc(C)cc2)c1=O	75
86	CCOC(=O)CNC(=O)Cn1nc(C2CC2)c2cnn(-c3ccccc3)c2c1=O	63
87	COC(=O)c1ccccc1NC(=S)Nc1ccccc1	62
88	CCOc1ccc(NS(=O)(=O)c2ccc(F)c(Cl)c2)cc1	49
89	CC(C)C(=O)N1CCCc2ccc(NC(=O)c3ccccc3Br)cc21	59
90	O=C(NCc1ccccc1Cl)C1CCN(c2ccc(-c3cccnc3)nn2)CC1	81
91	COC(=O)c1ccc(COc2cccc3c2CCN(Cc2cccc(C)c2)C3=O)o1	67
92	O=C1CC[C@@H](C(=O)N2CSC[C@H]2C(=O)O)N1	59
93	O=[N+]([O-])c1cccc(-c2nnn(Cc3c(F)cccc3Cl)n2)c1	55
94	CCN(CC)c1ccc2cc(-c3nnc(-c4ccc(C)cc4)o3)c(=O)oc2c1	29
95	CCc1c(C)nc(SC/C=C/c2ccccc2)[nH]c1=O	55
96	CCS(=O)(=O)Nc1ccc2c(c1)N(CCOC)CCC2	45
97	COc1ccc(C(=O)Nc2ccc(SCC(=O)N3CCCC3)nn2)c(OC)c1	64
98	CC(=O)c1ccc(C(=O)N(CCCn2ccnc2)c2nc3c(C)cc(C)cc3s2)cc1	50
99	Cc1cc(NC(=O)c2cc(C)on2)on1	68
100	CN(Cc1ccc(C(C)(C)C)cc1)Cc1cccc2ccccc12	61

4 structures already listed, ordered by count of non-hydrogen atoms, lowest first:
#	Molecule	RMI FANCM FP
96	CCS(=O)(=O)Nc1ccc2c(c1)N(CCOC)CCC2	45
84	COc1cccc2cc(C(=O)Nc3nc(-c4ccncc4)cs3)oc12	74
82	c1ccc(-c2ccc(-c3csc4ncnc(N5CCCCCC5)c34)cc2)cc1	95
98	CC(=O)c1ccc(C(=O)N(CCCn2ccnc2)c2nc3c(C)cc(C)cc3s2)cc1	50

Other records
#	Molecule	RMI FANCM FP
101	COc1ccc(S(=O)(=O)c2c(C)cc(C)n(CC(=O)NCc3ccccc3Cl)c2=O)cc1	68
102	CCC(C(=O)NCCn1ncc2c(=O)n(Cc3cccc(Cl)c3)cnc21)c1ccccc1 (stereo unspecified)	68
103	O=C1OC2COC(=O)C2C=C1NC(=O)c1ccc(Cl)cc1 (stereo unspecified)	40
104	Cc1ccc(C)c(-c2csc(NC(=O)c3ccn(C)n3)n2)c1	67
105	CCc1ccc(C(=O)c2c(N)c(C(N)=O)c3ccccn23)cc1	54
106	Cc1[nH]c(=O)[nH]c(=O)c1CCc1nnc(SCC(=O)Nc2ccc(F)c(F)c2F)o1	61
107	O=C(NCCS(=O)(=O)NCc1ccc(F)cc1)c1ccc2c(c1)OCO2	53
108	CCn1nccc1C(=O)Nc1ccc(-c2nc3ccccc3o2)cc1	85
109	O=C(Cn1cnc(-c2ccccc2)cc1=O)Nc1ccc2c(c1)OCO2	63
110	Cc1ccc(-c2cn3c(C(=O)Nc4nc(C)cs4)csc3n2)cc1	65
111	Cc1cc(C(=O)Nc2sccc2C#N)no1	65
112	Cc1nn(-c2ccccc2)c(N2CCCCC2)c1/C=N\Nc1nc2ccccc2s1	8*
113	O=C(COC(=O)c1ccccc1NCc1ccco1)c1ccccc1	58&54
114	CSc1nc(C=Nc2ccc(Cl)cc2Cl)ccc1C#N	54
115	CCCC(=O)NCCn1ncc2c(=O)n(Cc3cccc(C)c3)cnc21	67
116	Cc1ccc(-c2noc(-c3cccn(CC(=O)Nc4ccc(C#N)cc4)c3=O)n2)cc1	89
117	Cc1cc2c(cc1C)NC(CC(=O)NC(N)=O)C(=O)N2 (stereo unspecified)	61
118	COc1ccc(CCN=C(N)NS(=O)(=O)c2ccc(C)c(C)c2)cc1	64
119	COC(=O)C/C(=N/NC(=O)c1cccs1)C(=O)OC	54
120	CS(=O)(=O)N1CCN(Cc2nc(-c3ccccc3)cs2)CC1	61

Additional compounds follow:
#	Molecule	RMI FANCM FP
121	O=C(NCCn1nc(-c2ccncc2)ccc1=O)c1ccc2c(c1)OCO2	66
122	COc1ccc(CC(=O)NCCSc2ncc(-c3ccc(F)cc3)[nH]2)cc1	59
123	CSc1ncc(Cl)c(C(=O)Nc2nccs2)n1	75
124	COc1ccc(Cl)cc1C(=O)Nc1ccc2c(c1)CN(C(=O)c1cccs1)CC2	69
125	COc1cc(CO)c(CC(=O)N/N=C\C=C\c2ccccc2)cc1OC	59
126	C/C(=N/NC(N)=O)c1ccccc1OCC(=O)O	64
127	CCOC(=O)c1cccc(NC(=O)c2sccc2S(=O)(=O)N2CCN(c3ccccc3)CC2)c1	65
128	Cc1ccc(NC(=O)C(=O)NCCc2c[nH]c3ccccc23)cc1N1CCCC1=O	53
129	Cc1cc(NS(=O)(=O)c2ccc(NC(=O)COc3ccc(C(C)C)cc3)cc2)no1	51
130	CN(C)c1ccc(/C=C2\SC(=O)N(CC(=O)Nc3cccc(C(F)(F)F)c3)C2=O)cc1	67

Only part of the results is shown; the hit share may differ from the screen's.
